Bioassay records as filed in PubChem.
RPL19A-GFP yeast = alters RPL19A-GFP fluorescence in TOR pathway yeast screen | S. cerevisiae RPL19A-GFP strain, flow cytometry, 3 h; stronger effect = lower value | percent response vs DMSO, % at 10 µM | actives 0.3% (n = 330,000) | AID 2025;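 active = percent response vs DMSO below 50%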;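 note: median channel GFP fluorescence of the barcoded RPL19A-GFP strain; ratio of sample median GFP to plate DMSO average so 100% = DMSO; lower means less RPL19A-GFP as with rapamycin TOR inhibition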
MEP2 TOR yeast = yeast TOR pathway MEP2-GFP modulation; actives 0.51% (n = 330,000); AID 2016; S. cerevisiae MEP2-GFP strain, flow cytometry GFP, 3 h; 100% = DMSO control level; GFP response vs DMSO, % at 10 µM;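 active = GFP response versus DMSO above a set limit, roughly screen mean plus 3 SD, cut at about 180% in these data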;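 note: median GFP fluorescence of the barcode-gated MEP2-GFP cells per well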
AHR act = human AHR activation; AID 2796; actives 2.5% (n = 320,000); AHR-responsive luciferase reporter cells, luminescence; activation, % at 5 µM; in the data active = activation above about 47%;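 note: 0% = vehicle wells and 100% = reference agonist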
Target sequence (P35869 whole entry, looked up): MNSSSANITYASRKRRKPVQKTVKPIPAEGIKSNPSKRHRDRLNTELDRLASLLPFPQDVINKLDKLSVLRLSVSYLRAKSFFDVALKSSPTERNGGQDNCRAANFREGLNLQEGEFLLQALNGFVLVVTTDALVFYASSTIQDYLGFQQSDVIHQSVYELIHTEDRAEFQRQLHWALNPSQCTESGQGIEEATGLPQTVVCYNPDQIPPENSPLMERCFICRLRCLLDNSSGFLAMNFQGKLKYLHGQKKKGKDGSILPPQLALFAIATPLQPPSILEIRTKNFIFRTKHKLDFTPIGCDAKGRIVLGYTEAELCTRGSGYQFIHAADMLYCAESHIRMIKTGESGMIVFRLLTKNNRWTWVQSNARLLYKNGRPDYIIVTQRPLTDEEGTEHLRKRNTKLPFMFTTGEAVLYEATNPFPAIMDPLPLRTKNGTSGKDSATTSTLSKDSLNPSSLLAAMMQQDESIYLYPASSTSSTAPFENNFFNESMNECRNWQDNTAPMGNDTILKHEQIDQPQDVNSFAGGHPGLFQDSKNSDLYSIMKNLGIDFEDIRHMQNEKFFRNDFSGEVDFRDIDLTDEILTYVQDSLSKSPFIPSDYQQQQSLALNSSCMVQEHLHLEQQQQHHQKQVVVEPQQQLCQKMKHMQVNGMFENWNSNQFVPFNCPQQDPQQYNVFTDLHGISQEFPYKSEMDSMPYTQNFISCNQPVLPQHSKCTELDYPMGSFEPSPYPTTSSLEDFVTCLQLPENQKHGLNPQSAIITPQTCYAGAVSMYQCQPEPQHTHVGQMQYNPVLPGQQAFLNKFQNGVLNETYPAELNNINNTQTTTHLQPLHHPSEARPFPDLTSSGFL
procasp3 activ = procaspase-3 (human) activation. P42574. recombinant procaspase-3 D3A, Ac-DEVD-pNA absorbance 405 nm. activation, % at 8.5 µM. actives 0.11% (n = 330,000). AID 463141;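 active = activation above the mean of all tested compounds plus 3 SD, cut at about 21% in these data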;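 note: 0% = DMSO alone and 100% = DMSO wells spiked with extra 5 µM PC-3 D3A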
Target sequence (P42574 whole entry D9A/D28A/D175A): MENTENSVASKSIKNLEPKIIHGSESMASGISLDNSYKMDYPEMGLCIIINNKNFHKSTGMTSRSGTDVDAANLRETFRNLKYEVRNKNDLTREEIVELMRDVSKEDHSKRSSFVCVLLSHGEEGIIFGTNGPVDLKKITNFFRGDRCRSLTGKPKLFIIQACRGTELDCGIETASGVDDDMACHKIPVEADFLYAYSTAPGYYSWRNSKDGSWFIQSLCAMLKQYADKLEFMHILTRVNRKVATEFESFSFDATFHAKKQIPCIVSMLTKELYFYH
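Assay system: Autoprocessing-dead procaspase-3 D3A mutant enzyme; also added: Ac-DEVD-pNA; doses: one concentration, 8.5 µM nominal, 0.8% DMSO; times: 1 h compound preincubation, 2 h substrate hydrolysis at 25 °C; technique: 405 nm absorbance of p-nitroaniline, reads at 0 and 120 min; measure: % activation between DMSO and enzyme-spiked controls; repeats: single replicate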
procasp7 counter = counter-screen for procaspase-3 activators: activators of human procaspase-7; P55210; recombinant procaspase-7, Ac-DEVD-pNA absorbance 405 nm; D23A/D198A/D206A triple mutant, cannot self-cleave; scale: DMSO 0, 5 µM enzyme 100; activation, % at 8.5 µM; actives 0.093% (n = 330,000); AID 463210;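 active = percent activation above the screen-wide mean plus 3 SD, cut at about 25% in these data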
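Test system: Procaspase-7 triple mutant (PC-7 D3A). Also added: Ac-DEVD-pNA substrate, 400 µM as added. Schedule: 1 h enzyme–compound preincubation and 2 h substrate reaction, both 25 °C. Signal: p-Nitroaniline absorbance at 405 nm, read at 0 and 120 min. Control set: low DMSO alone, high DMSO plus 5 µM PC-7.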
LAP4-GFP MLPCN = alters LAP4-GFP fluorescence in TOR pathway yeast screen; GFP response vs DMSO, % at 10 µM; actives 0.34% (n = 320,000); S. cerevisiae LAP4-GFP multiplex, flow cytometry GFP, 3 h; median GFP as percent of DMSO wells; AID 2023;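 active = GFP response vs DMSO above a set limit, about the screen mean plus 3 SD, cut at about 150% in these data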
AGP1-GFP MLPCN = yeast TOR pathway AGP1-GFP modulation. S. cerevisiae AGP1-GFP multiplex flow cytometry, 3 h; GFP as percent of DMSO wells. GFP response vs DMSO, % at 10 µM. actives 0.02% (n = 320,000). AID 2066;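 active = GFP response relative to DMSO above a set limit, near screen average plus 3 SD, cut at about 150% in these data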;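 note: median GFP channel fluorescence of the gated AGP1 strain per well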
CIT2 TOR yeast = yeast TOR pathway CIT2-GFP modulation; S. cerevisiae CIT2-GFP strain, flow cytometry, 3 h; 100 means same as DMSO wells; actives 0.065% (n = 320,000); GFP response vs DMSO, % at 10 µM;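 active = GFP response relative to DMSO above a set limit, near the screen mean plus 3 SD, cut at about 150% in these data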;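 note: ratio of well median GFP fluorescence to mean of DMSO wells on the plate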
Numbers without * were called inactive; . = no result given.

SMILES	RPL19A-GFP yeast	MEP2 TOR yeast	AHR act	procasp3 activ	procasp7 counter	LAP4-GFP MLPCN	AGP1-GFP MLPCN	CIT2 TOR yeast
CCc1noc(C)c1C(=O)N(C)CC(=O)Nc1ccc(Cl)c(Cl)c1	106	103	4	11	4	106	111	112
Nc1ncn(C2O[C@H](CO)[C@@H](O)[C@H]2O)c(=O)n1 (stereo partly specified)	103	102	0	3	0	110	90	87
Cc1ccc(C(=O)NCCNc2ccc(Cl)cc2[N+](=O)[O-])o1	97	93	5	12	-2	92	95	91
CCc1ccc(N2CC(C(=O)N3CCCCCC3)CC2=O)cc1 (stereo unspecified)	100	94	-3	14	-4	98	100	99
C=CCn1c(N)c(C(=O)Nc2ccccc2OC)sc1=S	88	95	39	4	2	101	87	104
O=C(O)c1ccc(NS(=O)(=O)/C=C/c2ccccc2)cc1	99	91	2	1	-6	96	100	99
CCCCCC/C(C=O)=C\c1ccccc1	100	92	-1	9	15	96	102	94
CCOC(=O)C1CCCCN1C(=O)CCc1c(C)nc2cc(-c3ccccc3)nn2c1C (stereo unspecified)	102	115	-10	-2	-9	105	101	90
CCOc1cc(/C=C2\C(=O)N(Cc3ccco3)C(C)=C2C(=O)OC)ccc1O	98	99	4	-25	-46	95	97	107
COc1ccc(S(=O)(=O)N(CC(=O)N2CCN(c3ccccc3)CC2)c2ccccc2)cc1	95	104	0	-5	8	88	99	100
Cc1cccc(C)c1NC(=O)COC(=O)c1cc[n+]([O-])cc1	87	89	-1	5	1	94	93	88
Cc1cc(C)cc(N(CC(=O)NCC2CCCO2)C(=O)CN2C(=O)COc3ccccc32)c1 (stereo unspecified)	97	94	0	6	2	97	104	103
CCOC(=O)[C@@H]1[C@H]2COc3ccccc3[C@H]2N2C(=O)N(c3ccc(OC)cc3)C(=O)[C@]12C	96	95	1	-4	-1	105	83	68
O=C(COc1ccccc1)NNC(=O)COc1ccc([N+](=O)[O-])cc1	105	107	1	9	8	95	100	107
CCCCN(CC)CCNC(=O)c1nn(-c2ccc(OC)cc2)c(=O)c2c1c1ccccc1n2C	94	107	19	5	11	92	96	100
COc1ccc(C(=O)COC(=O)CN2C(=O)c3ccccc3C2=O)c(OC)c1	104	120	4	10	4	108	100	105
CCOc1ccc(Oc2c(/C=N/NC(=O)COc3ccccc3OC)c(C)nn2-c2ccccc2)cc1	96	99	5	6	-3	81	86	91
O=C(NCCCNC(=O)c1cc(Cl)ccc1Cl)c1cnccn1	106	99	1	5	-9	95	97	98
COc1ccc(CCNC(=O)CSC2=NS(=O)(=O)c3ccccc3N2)cc1OC	98	102	-3	-4	-1	100	100	103
Cc1ccccc1N(C(=O)Cc1c[nH]c2ccccc12)C(C(=O)NC1CCCCC1)c1ccco1 (stereo unspecified)	97	108	4	-5	4	114	103	89
O=C(N/N=C/c1c[nH]c2ccccc12)c1ccn[nH]1	95	99	32	-4	-5	106	95	91
CCc1nc2ccc(C(=O)NC3CCC(C)CC3)cc2nc1CC (stereo unspecified)	98	106	2	0	3	93	95	96
CCn1c2ccccc2c2cc(NC(=O)CSc3nnc(-c4cccc(Cl)c4)o3)ccc21	91	96	23	4	0	92	91	89
ONC(=Nc1cccc(C(F)(F)F)c1)c1cccnc1	96	95	9	0	10	108	98	100
C=CCNC(=O)CC(=O)N/N=C/c1ccccc1F	104	105	5	2	-3	103	107	99
COc1cc(C(O)P(=O)(OC(C)C)OC(C)C)cc(OC)c1OC (stereo unspecified)	96	93	2	-5	8	90	97	100
O=C(NC1CCN(C(=O)Nc2ccc(F)cc2)CC1)c1ccccc1F	102	101	0	6	1	93	102	102
CCOC(=O)N1CCN(c2nc3ccccc3n3cnnc23)CC1	102	109	-3	-2	-8	108	98	102
C=CCNC(=O)C1CC(=O)N(c2ccc(OCC(=O)Nc3c(C)cccc3C)cc2)C1 (stereo unspecified)	94	96	-2	2	2	89	89	93
COc1cccc(Oc2cnc(N)nc2-c2ccc(OC)cc2O)c1	93	101	18	-6	-15	109	96	90
Cc1nnc(NC(=O)COc2ccccc2)s1	97	108	2	0	5	115	100	99
COC(=O)C1=C(C)NC(C)=C(C(=O)OC)C1c1ccccc1[N+](=O)[O-]	101	95	106*	-11	-16	106	91	96
COCc1c(Br)c(C)nc(OCC(=O)N/N=C/c2ccc(C)o2)c1C#N	97	94	8	8	2	114	99	92
Cc1ccc(S(=O)(=O)N(C)c2ccc(C(=O)NCCc3ccccc3)cc2)cc1	105	102	5	9	3	105	106	98
C/C(CC(=O)NC1CCCCC1)=N\NC(=O)COc1ccc(C)cc1Br	90	105	8	2	0	104	96	92
Cc1cc(CSC(=N)N)c(CSC(=N)N)cc1C	100	97	-3	5	-7	94	101	97
Cc1ccc(NC(=O)CC2C(=O)NCCN2C(=S)Nc2ccccc2)c(C)c1 (stereo unspecified)	102	101	-1	5	-1	105	99	96
CSC(=NC#N)N1CCN(c2ccccn2)CC1	101	102	-1	1	11	101	107	109
NC(N)=N/N=C/c1ccccc1Cl	96	95	11	3	5	105	100	102
Cn1nnc(NC(=O)c2ccc3ccccc3c2)n1	110	108	-4	5	20	116	.	117
N#Cc1cc(-c2ccccc2)cn(Cc2c(Cl)cccc2Cl)c1=O	103	106	0	11	7	113	104	102
CCN(Cc1ccccc1)C(=O)Cn1c(=O)oc2ccccc21	89	97	-1	3	-1	86	87	.
N#C/C(=C/c1ccc([N+](=O)[O-])cc1)C(N)=O	97	95	1	11	1	102	103	106
COc1ccc2nc(C)cc(Nc3ccc(N4CCOCC4)cc3)c2c1	98	101	6	6	6	99	105	96
CC1CN(S(=O)(=O)c2cc(C(=O)N3CCCCC3C)ccc2Cl)CC(C)O1 (stereo unspecified)	96	93	1	0	7	97	91	87
CC(c1ccncn1)N(C)C(=O)c1ccc2oc(Cc3ccccc3)nc2c1 (stereo unspecified)	108	108	-5	0	-5	96	102	103
Cc1cc(NC(=O)CCCN2C(=O)/C(=C/c3ccccc3Cl)SC2=S)no1	105	101	-10	5	-3	92	102	101
O=C(Nc1ccc2c(c1)OCCO2)C1CCN(S(=O)(=O)c2ccc(Br)s2)CC1	108	106	6	0	0	110	109	98
CCCn1c(C(C)Nc2nc(-c3cc(Cl)c(N)c(Cl)c3)cs2)nc2cc(Cl)c(N3CCCCC3)cc21 (stereo unspecified)	103	96	12	-2	-7	108	92	94
O=C(c1ccc(-c2ccccc2Cl)s1)N1CCOCC1	100	95	4	9	4	140	84	88
Cc1c(-c2ccccc2)[n+](=O)c2c(n1[O-])CCCCC2	104	98	-3	1	-6	95	97	103
CCn1c(=O)c2sccc2n2c(CCCC(=O)N3CCN(c4ccccn4)CC3)nnc12	99	98	0	-2	12	92	97	97
CC1(C)CC(=O)C=C(NNC(=O)C2CCCCC2)C1	101	100	1	9	-2	101	105	99
C/C(=N/NC(=O)c1ccc(C)s1)c1cccc(NC(=O)COc2ccc(Cl)cc2Cl)c1	95	98	4	-1	8	97	96	91
Cc1c(C)n(Cc2ccccc2)c2ccc(C(=O)NCCCN3CCOCC3)cc12	90	93	5	-3	3	91	91	95
COC(=O)c1ccc2[nH]cc(CCO)c2c1	88	98	0	-7	-8	122	80	91
CCCCn1c(N)c(N(CC(C)C)C(=O)C2CCN(S(=O)(=O)c3ccc(Cl)cc3)CC2)c(=O)[nH]c1=O	96	102	0	-2	-3	109	102	92
CCc1ccc(OCCCCN(C)Cc2ccccc2)cc1	102	96	3	0	8	83	96	99
NC(=O)Oc1cccc(OC(N)=O)c1	108	112	2	7	10	102	106	109
O=C(NN=C(Cc1ccccc1)Cc1ccccc1)c1ccccc1F	90	90	5	-5	-4	92	90	88

Pulled by structure from above:
SMILES	RPL19A-GFP yeast	MEP2 TOR yeast	AHR act	procasp3 activ	procasp7 counter	LAP4-GFP MLPCN	AGP1-GFP MLPCN	CIT2 TOR yeast
CCn1c(=O)c2sccc2n2c(CCCC(=O)N3CCN(c4ccccn4)CC3)nnc12	99	98	0	-2	12	92	97	97
CCCCn1c(N)c(N(CC(C)C)C(=O)C2CCN(S(=O)(=O)c3ccc(Cl)cc3)CC2)c(=O)[nH]c1=O	96	102	0	-2	-3	109	102	92
CCCn1c(C(C)Nc2nc(-c3cc(Cl)c(N)c(Cl)c3)cs2)nc2cc(Cl)c(N3CCCCC3)cc21 (stereo unspecified)	103	96	12	-2	-7	108	92	94
CC(c1ccncn1)N(C)C(=O)c1ccc2oc(Cc3ccccc3)nc2c1 (stereo unspecified)	108	108	-5	0	-5	96	102	103
CC1(C)CC(=O)C=C(NNC(=O)C2CCCCC2)C1	101	100	1	9	-2	101	105	99

(more compounds)
SMILES	RPL19A-GFP yeast	MEP2 TOR yeast	AHR act	procasp3 activ	procasp7 counter	LAP4-GFP MLPCN	AGP1-GFP MLPCN	CIT2 TOR yeast
CCc1cccc(C)c1N1C(=O)CC(C)(C)CC1=O	96	94	2	5	8	105	97	91
Cc1cc(NS(=O)(=O)c2ccc(NC(=O)CN3C(=O)NC(C)(c4ccccc4)C3=O)cc2)nc(C)n1 (stereo unspecified)	104	105	-3	-6	0	96	106	114
CCc1c(C)nc2cc(-c3ccc(OC)c(OC)c3)nn2c1NCC1CC1	96	98	-12	4	2	100	98	100
Cc1ccc(C)c(N(C)C(=O)c2cc3c(=O)[nH]c4ccc(C)cc4c3s2)c1	93	83	21	2	8	83	87	86
Cc1ccc2[nH]c3c(c2c1)CN(C(=O)CN1c2ccc(F)cc2CCC1C)CC3 (stereo unspecified)	107	108	12	-2	-1	107	102	100
O=C(C1CCCN(S(=O)(=O)c2ccccc2)C1)N1CCN(c2ccc(F)cc2)CC1 (stereo unspecified)	98	94	0	1	-1	93	93	92
O=C(c1ccccc1NS(=O)(=O)c1ccc(Br)cc1)N1CCOCC1	106	100	.	.	.	83	94	93
COc1cccc(C2C(C#N)=C(N)OC3=C2C(=O)CCC3)c1OC(=O)c1ccco1 (stereo unspecified)	100	103	8	7	11	108	104	100
O=C(NCc1cccs1)c1cc(C2CC2)on1	96	98	2	6	14	109	97	97
Cc1cc(C)cc(NC(=O)c2cc(S(=O)(=O)N3CCCC3)cn2C)c1	98	98	7	-9	4	116	98	101
CN(C)c1ccc(P(=O)(OC2CCCCC2)C(O)c2ccncc2)cc1 (stereo unspecified)	104	106	-2	2	-5	105	113	102
COc1ccc(C2=Nn3c(nnc3-c3ccccc3Cl)SC2)cc1OCC1CC1	109	109	20	-1	-11	110	111	103
Nc1cc(N)nc(SCC(=O)NCc2ccc3c(c2)OCO3)n1	97	100	3	-11	-22	92	99	98
CCN(CC)c1ccc(NC(=O)Nc2cccc(C(C)=O)c2)cc1	103	105	7	-13	-25	99	102	105
O=C(CSCc1n[nH]c(=O)[nH]1)NCCOc1cccc(Oc2ccccc2)c1	98	96	4	5	12	98	92	98
CC1([N+](=O)[O-])COC2(OC1)C(=O)Nc1ccccc12 (stereo unspecified)	108	106	0	-1	3	94	104	119
CCOC(=O)c1ccc(S(=O)(=O)N2CCN(CC(O)COc3cccc(C(C)=O)c3)CC2)cc1 (stereo unspecified)	107	104	.	.	.	96	101	102
CCC(=O)Nc1ccccc1Nc1cc(C#N)c(C#N)cc1[N+](=O)[O-]	98	95	1	-10	-10	96	102	109
O=c1[nH]c(N2CCN(c3ccccc3)CC2)nc2c1CCC2	100	101	-8	7	3	101	98	96
